# D1 antagonist = blocks dopamine activation of the human D1 receptor; P21728; HEK293 TREx D1 cells, calcium flux, dopamine EC80; active compounds read low; activity change, negative = inhibition, % at 10 µM; 360,000 compounds, 3.2% hits; AID 504652; in the data active = activity change below about -30%; also: % is scaled to controls: 0 for no effect and ±100 for the full control effect
# Target sequence (P21728 whole entry, looked up): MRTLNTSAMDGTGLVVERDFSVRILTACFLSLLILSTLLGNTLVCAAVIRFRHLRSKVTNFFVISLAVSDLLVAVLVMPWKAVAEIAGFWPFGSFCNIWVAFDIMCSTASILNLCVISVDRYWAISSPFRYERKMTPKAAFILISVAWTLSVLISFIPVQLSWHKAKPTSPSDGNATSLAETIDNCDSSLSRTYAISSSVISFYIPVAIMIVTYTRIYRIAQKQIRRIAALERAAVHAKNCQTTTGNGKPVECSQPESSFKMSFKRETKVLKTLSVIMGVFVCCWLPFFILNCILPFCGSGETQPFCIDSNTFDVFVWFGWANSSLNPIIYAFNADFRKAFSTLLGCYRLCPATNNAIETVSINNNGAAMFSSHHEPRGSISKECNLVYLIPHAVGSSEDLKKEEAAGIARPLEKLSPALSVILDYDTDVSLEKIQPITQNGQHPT
#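 Tetracycline-induced HEK293 T-REx cells with force-coupled D1 receptor were loaded with a no-wash calcium dye. Compound was added after a 10 s baseline and read kinetically for 180 s; EC80 dopamine was then added and calcium flux followed another 180 s.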
# D1 ag = agonists of human D1 dopamine receptor; P21728; HEK293 T-REx D1 cells, calcium flux, agonist mode; activation, % at 2 µM; 360,000 compounds, 1% hits; in the data active = activation above about 30%; also: 0% is about no effect
#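 Inducible HEK293 T-REx D1 cells, force-coupled to calcium signalling, were plated at 4000 cells/well with tetracycline and held overnight at 30 C. After no-wash calcium dye loading, compound-evoked calcium rise over 180 s flagged agonists.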
# Vif-A3G inh = inhibitors of Vif-APOBEC3G interaction; Q9HC16; HeLa A3G-eYFP + Vif (tagged APOBEC3G with the HIV-1 protein that degrades it), YFP fluorescence, overnight; Potency, µM (top dose mostly 46.1 µM), without a hit: at the highest dose activity, negative = active, most hits filed as inhibitors; 410,000 compounds, 0.076% hits;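 also: potency is read from the fitted curve at half-maximal effect; % is scaled to controls: 0 for no effect and ±100 for the full control effect; nearly all actives have a fitted effect of over 60% in size; hits raise eYFP signal because A3G escapes Vif-driven loss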
#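 HeLa cells stably expressing Vif and C-terminally eYFP-tagged A3G, seeded overnight at 37 deg C, then exposed to compound by pintool overnight at 37 deg C. Rise in yellow fluorescence (Ex 488/Em 500-530, Acumen) marks blocked Vif-driven A3G degradation.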
# D1 PAM = human D1 dopamine receptor positive modulation. P21728. HEK293 TREx D1 cells, calcium flux, dopamine EC20 potentiation. potentiation, % at 10 µM. 360,000 compounds, 0.036% hits. AID 504651; in the data active = potentiation above about 30%; also: 0% is about no effect
# Vif-APOBEC3F blk = blocks the Vif interaction with APOBEC3F | 390,000 compounds, 0.2% hits | HeLa A3F-eYFP + Vif (tagged APOBEC3F with the HIV-1 protein that degrades it), YFP fluorescence increase | Potency, µM (titrated, usually from 46.1 µM), inactives show at the top dose activity, negative = active | AID 602313; also: potency is read from the fitted curve at half-maximal effect; % of control where 0% means no effect; nearly all actives have a fitted effect of over 65% in size
#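 HeLa cells stably expressing Vif plus C-terminally eYFP-tagged A3F were seeded, incubated overnight at 37 deg C, dosed with compound, incubated overnight again at 37 deg C. Yellow fluorescence (Ex 488/Em 500-530) reported blocked Vif-mediated A3F-eYFP degradation.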
# D2 PAM = positive allosteric modulators of human D2 dopamine receptor. 340,000 compounds, 0.34% hits. AID 485347. HEK293 T-REx D2, calcium flux, EC20 dopamine potentiation. potentiation, % at 10 µM;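 active = potentiation over 3 SD above the plate norm, cut at about 30% in these data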; also: 0% is about no effect
# Target sequence (P14416 whole entry, looked up): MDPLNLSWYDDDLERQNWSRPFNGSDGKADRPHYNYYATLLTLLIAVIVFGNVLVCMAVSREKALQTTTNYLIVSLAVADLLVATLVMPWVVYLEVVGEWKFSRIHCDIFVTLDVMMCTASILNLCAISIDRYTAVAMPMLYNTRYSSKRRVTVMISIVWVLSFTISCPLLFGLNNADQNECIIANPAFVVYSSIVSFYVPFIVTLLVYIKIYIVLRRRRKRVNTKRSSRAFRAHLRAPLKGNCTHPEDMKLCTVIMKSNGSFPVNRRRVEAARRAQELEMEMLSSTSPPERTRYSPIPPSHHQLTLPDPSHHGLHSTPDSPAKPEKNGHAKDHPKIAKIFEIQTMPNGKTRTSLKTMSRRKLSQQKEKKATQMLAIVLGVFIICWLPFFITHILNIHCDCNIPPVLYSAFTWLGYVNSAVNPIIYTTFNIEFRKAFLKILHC
#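 Potentiation of an EC20 dopamine calcium response measured kinetically over 180 s, after a preceding 180 s compound-only read flagging agonists. Cells: inducible Hek293 Trex D2 line, 4000/well, cultured overnight at 30 C before dye loading.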
# RXFP1 ag = agonists of human relaxin receptor RXFP1; Q9HBX9; HEK293T-RXFP1 cAMP TR-FRET, 30 min; response scale: percent of porcine relaxin response, buffer zero; Potency, µM (highest dose often 57.5 µM), for the others: at the top dose activation, actives largely listed as activators; 370,000 compounds, 0.3% hits; AID 2676; also: potency is read from the fitted curve at half-maximal effect; % is scaled to controls: 0 for no effect and ±100 for the full control effect; nearly all actives have a fitted effect of over 60% in size; many of its hits are not listed in these tables
#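 Agonist response is measured as cAMP accumulation in an RXFP1-transfected HEK293T line under PDE4 inhibition. Values are scaled between buffer-only and 29 nM porcine relaxin, and EC50s come from standard Hill equation fits.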
# GRP78 ERSR act = induces the endoplasmic reticulum stress response in human glioma cells | AID 602332 | 420,000 compounds, 0.02% hits | U87-MG GRP78 promoter luciferase reporter, 16 h | Potency, µM, for the others: at the highest dose activation, most hits filed as activators; also: potency is read from the fitted curve at half-maximal effect; series mostly up to about 76 µM; % of control where 0% means no effect; nearly all actives have a fitted effect of over 35% in size
#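 Stably transfected U87-MG glioma cells carrying a GRP78-based luciferase sensor; 16 h compound incubation. Luminescence end-point read 10 min after Bright-Glo addition at room temperature.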
# LDHA block = inhibitors of human lactate dehydrogenase A | purified LDHA, NADH/diaphorase-resazurin fluorescence; active compounds read low | activity change, % (values are at about 110 or 230 µM) | 480,000 compounds, 0.15% hits | AID 1347041; in the data active = activity change below about -30%; inconclusive = mostly about -25% to -30%;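 also: plate controls were DMSO wells for no effect and wells without enzyme for full effect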
#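 LDH5 2 nM; NADH 0.06 mM, pyruvate 0.2 mM; 200 mM Tris pH 7.4, EDTA, Tween-20; 5 min RT. Detection: diaphorase 0.133 mg/mL + resazurin 37 µM, fluorescence ex540/em590 at 0 and 20 min; normalized to enzyme-free and DMSO wells.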
# Numbers without * were called inactive; u = inconclusive; x = not tested or not shown; & = joins results of further samples. Unless noted, calls follow the shape of the dose curve; as a rule, active = well fitted curve in the direction sought with a large enough effect; inconclusive = small, poorly fitted or top-dose-only effect, or another doubt; inactive = no such curve, though single readings can be large; an effect the other way counts as inactive or inconclusive. Some of the compounds tested, so the mix of outcomes need not match the whole.
# Every second line gives: D1 PAM	D1 ag	Vif-A3G inh	D1 antagonist	GRP78 ERSR act	Vif-APOBEC3F blk	LDHA block	D2 PAM	RXFP1 ag
- OC(CNCCNc1ncccc1C(F)(F)F)COc1ccc(F)cc1 (stereo not given)
    -13	19	0%	-9	-3%	-3%	-1	-21	2.2%
- Cc1sc2c(c1C)C(=O)/C(=C\Nc1ccccn1)S(=O)(=O)N2C
    -2	2	-3%	-6	-3%	11%	-1	-2	-0.8%
- O=C(O)c1ccc2c(c1)C(=O)N(Cc1ccc3c(c1)OCO3)C2=O
    -5	3	-3%	20	1%	-6%	0	9	0.9%
- COc1ccc(/C=N/NC(=O)Cn2cnc3c2c(=O)n(C)c(=O)n3C)c(OC)c1OC
    -7	1	-7%	-2	-3%	6%	2	5	u
- Cc1ccc(F)cc1NC(=O)CCc1c(C)nn(-c2ccc(N3CCCC3)nn2)c1C
    -6	-1	-4%	4	-3%	-7%	-4	0	6.8%
- COc1ccc(-c2noc(COc3cc(C)c(Br)c(C)c3)n2)cc1OC
    -5	4	-1%	4	-3%	-11%	-2	-6	3.3%
- O=C(Cc1ccccc1[N+](=O)[O-])NC1CCN(Cc2ccccc2)CC1
    0	0	-4%	5	-2%	-10%	-2	-29	0.0%
- CCc1ccc(NC(=O)c2nc3nc(C)cc(C(F)F)n3n2)cc1
    -4	0	4%	-3	-2%	-3%	-1	-8	-0.7%
- CCCCCC(=O)NC(=S)Nc1ccc(N2CCCCC2)c(Cl)c1
    3	4	-2%	3	-6%	-5%	-3	9	1.0%
- CNC(=O)c1ccc(NC(=O)CC23CC4CC(CC(C4)C2)C3)cc1
    2	10	3%	2	-1%	-8%	-8	-26	1.9%
- CCC(=Nc1ccccc1OC)C1=C(O)CC(c2ccccc2)CC1=O (stereo not given)
    -3	3	-12%	-9	-2%	u	-1	0	1.1%
- COc1ccccc1C1NC(=O)NC(C)=C1C(C)=O (stereo not given)
    -8	2	0%	28	-2%	-1%	5	10	0.7%
- Cc1cc(C)c(S(=O)(=O)Nc2nnc(C3CCCCC3)s2)c(C)c1
    -3	-1	-8%	5	-1%	-4%	-3	8	3.5%
- O=C(/C=C/c1cccc(Cl)c1)N1CCC(Cc2ccccc2)CC1
    -4	13	1%	-2	0%	-6%	1	10	1.9%
- CCOc1ccc(NC(=O)NCC2CCN(Cc3ccc(F)cc3)CC2)cc1
    -6	5	2%	11	0%	2%	-3	0	1.4%
- COc1cc(Cl)c(C)cc1NC(=O)c1sc2nc3n(c(=O)c2c1C)CCCCC3
    5	-1	3%	0	-3%	13%	-3	6	0.0%
- O=C(CN1C(=O)NC2(CCCC2)C1=O)NCC1CCCO1 (stereo not given)
    -4	1	1%	12	-3%	5%	-4	1	0.4%
- O=c1oc2ccccc2c(Nc2cccc(O)c2)c1[N+](=O)[O-]
    -5	0	-24%	-15	-5%	3%	5	-3	1.7%
- CC(OC(=O)CC1CCCC1)C(=O)Nc1ccc(Cl)cn1 (stereo not given)
    -5	1	-4%	4	-3%	-17%	-10	-10	0.1%
- CCOc1ccc(Nc2nc(-c3cccnc3)cs2)cc1
    -5	3	-1%	-1	8%	-8%	3	1	0.6%
- COc1cc(CNC(C)C)ccc1OCC(=O)Nc1cccc2ccccc12
    -7	14	2%	-14	-5%	13%	-2	-4	5.4%
- O=S(=O)(NCCSc1ccccc1)c1ccc(F)cc1
    -5	1	2%	-1	0%	-1%	0	10	0.4%
- Cc1ccc(Nc2nc(/N=C/N(C)C)n[nH]2)cc1C
    1	2	2%	-3	1%	8%	-6	10	-0.6%
- Cc1cc(C(=O)COC(=O)Cc2n[nH]c(=O)c3ccccc23)c(C)n1-c1ccc2c(c1)OCO2
    -6	2	0%	-2	-6%	-9%	1	-5	0.3%
- N#Cc1ccc(NC(=O)COc2ccc(-n3cnnn3)cc2)cc1
    x	x	3%	x	-1%	1%	-9	x	x
- CCc1ccc(C(=O)N2CCC(c3nc4ccccc4s3)CC2)cc1
    -4	7	2%	-14	7%	4%	-7	-5	2.6%
- N/C(CSc1ccccn1)=N\OCc1c(Cl)cccc1Cl
    -1	-1	1%	14	4%	-4%	-1	-4	-0.5%
- CC(Sc1nnnn1C)C(=O)NC(=O)NC1CCCCC1 (stereo not given)
    0	3	1%	4	4%	2%	-9	-6	-0.4%
- CCN(CC(=O)Nc1ccccc1C(F)(F)F)C(=O)c1cc(S(=O)(=O)N(C)C)ccc1N1CCCC1
    7	0	3%	-6	-4%	-1%	3	-2	-1.1%
- CCOC(=O)c1sc2nc(SCC(=O)N(CC)CC)n(CCCN3CCCC3=O)c(=O)c2c1C
    -2	0	0%	-7	-9%	9%	2	x	-1.5%

# (next part)
# Every second line gives: D1 PAM	D1 ag	Vif-A3G inh	D1 antagonist	GRP78 ERSR act	Vif-APOBEC3F blk	LDHA block	D2 PAM	RXFP1 ag
- CCCCC(=O)Nc1cccc(-c2nc3ncccc3o2)c1C
    3&-1	3&-1	-1%&-3%	-17&-2	-4%&2%	-2%&-11%	1&-4&-9	-6	-0.4%&8.5%
- Cc1ccc(N=C2NC(=O)/C(=C/c3cccs3)S2)cc1C
    5	12	u	7	8%	u	-1	-10	0.0%
- CCOc1ccc2c(c1)c(=O)c(C(=O)c1ccc(C)cc1)cn2Cc1ccccc1OC
    -1	8	-2%	-3	-7%	-13%	-6	-2	0.3%
- Cc1cc(-c2nc3ncccc3o2)ccc1NC(=O)COc1ccc(C(C)(C)C)cc1
    4	3	-2%	0	1%	-19%	-1	14	-0.1%
- CCCCN(C)C(=O)c1cc2cc3ccc(OC)cc3nc2o1
    5	0	3%	-6	5%	-16%	-4	0	-0.5%
- C/C(=N/NC(=O)c1cccc(Br)c1)C1CC2CCC1C2 (stereo not given)
    1	0	-32%	4	5%	-4%	-1	-7	-0.4%
- CCc1ccc(NC(=O)C/C(C)=N/NC(=O)OCc2ccc(OC)cc2)cc1
    -2	-1	4%	-3	3%	2%	0	-2	-0.5%
- COc1ccc2ccccc2c1/C=N/NC(=O)c1ccc(C)nc1
    3	0	-7%	-1	-3%	-11%	-5	11	-3.2%
- N#CC1=C(Nc2ccccc2)SC=C(c2ccc(Cl)c(Cl)c2)N=C1N1CCOCC1
    4	1	0%	-60*	-2%	-16%	2	5	-0.4%
- CC(C)Oc1cccc(NC(=O)c2cnccc2C(F)(F)F)c1
    1	1	5%	-1	0%	11%	1	8	0.1%
- C/C=C/C=C/C(=O)[C@@H]1[C@@H]([C@]2(C)OC(=O)C(C)=C2O)[C@H]2/C(=C(O)/C=C/C=C/C)C(=O)[C@]1(C)C(=O)C2(C)O (stereo not given in full)
    -5	0	u	-5	0%	u	3	-3	0.0%
- O=c1cc(CO)oc(CN2CCN(c3ccccc3)CC2)c1O
    -3	2	1%	12	-3%	0%	-1	-14	-1.2%
- COCc1cc(SC2CCCCC2)nc(C)n1
    6	0	1%	11	1%	2%	-12	12	-0.8%
- CCN1C(=O)N[C@@H](c2cccc(F)c2)C(C(C)=O)=C1C
    x	x	1%	x	-2%	-2%	-1	x	x
- COC(=O)c1ccccc1NC(=O)Nc1ncccc1C
    3	3	0%	3	-3%	-16%	-4	-3	1.4%
- O=C(CCCn1cncn1)N1CCCC(N2CCN(c3ccccc3F)CC2)C1 (stereo not given)
    -1	3	-1%	20	-8%	1%	-2	0	0.1%
- COC(=O)c1ccc(-c2ccc(Cl)cc2)nc1C
    -8	3	-8%	2	-3%	-7%	-2	-4	0.6%
- O=C(COC(=O)c1ccc(S(=O)(=O)N2CCCC2)cc1)NCc1cccs1
    -1	5	3%	-25	-2%	2%	-9	x	2.4%
- Cc1ccc(S(=O)(=O)N(C)C)cc1NC(=S)N1CCCCC1CO (stereo not given)
    -2	1	0%	1	-1%	-4%	0	-18	3.6%
- O=CC1=C(N2CCOCC2)/C(=C/c2ccc(Cl)cc2)CC1
    6	0	1%	-10	u	-13%	1	17	2.0%
- COc1ccccc1N(CC(=O)N/N=C(\C)c1ccc(F)cc1)S(=O)(=O)c1ccccc1
    -3	2	-1%	9	-5%	1%	-7	-2	-2.6%
- COc1ccccc1Cn1c(CNS(=O)(=O)c2ccc3c(c2)CCCC3)nc2cccnc21
    -3	3	5%	3	-3%	2%	7	-10	2.7%
- O=C(CN(C(=O)CNC(=O)c1ccco1)c1ccc(F)cc1)NC1CCCC1
    0	2	1%	4	-4%	-11%	-2	-9	3.4%
- CCCNC(=O)Cn1cnc([N+](=O)[O-])n1
    -5	2	1%	-14	-3%	-3%	7	4	6.9%
- Cc1cc(C)nc(NC(N)=NCCc2ccccc2)n1
    x	x	-5%	x	-6%	-1%	-7	x	x
- O=C(CC12CC3CC(CC(C3)C1)C2)N1CCCC1
    -2	5	0%	9	-4%	4%	2	16	0.0%
- Cc1c(C)n(CCCN(C)C)c2ncnc(Nc3ccccc3)c12
    -2	2	2%	-1	-2%	-2%	0	0	-0.4%
- CCCCCCCOc1ccc(OC(=O)c2ccncc2)cc1
    0	2	1%	-7	0%	3%	-4	-2	-1.1%
- CC(C)c1nnc(NC(=O)CCC(=O)NCc2ccccc2Cl)s1
    -3	1	1%	5	-4%	0%	-5	-14	3.6%
- COc1ccc(-n2c(SCC(=O)Nc3ccc([N+](=O)[O-])cc3OC)nc3ccccc32)cc1
    -3	0	0%	2	-3%	2%	-4	12	2.2%
- O=C(NN1C(=O)C2C3C=CC(C4CC34)C2C1=O)c1cccc(Cl)c1 (stereo not given)
    1	0	1%	11	-1%	2%	-2	-3	1.2%

# A different layout for 2 compounds above:
SMILES	D1 PAM	D1 ag	Vif-A3G inh	D1 antagonist	GRP78 ERSR act	Vif-APOBEC3F blk	LDHA block	D2 PAM	RXFP1 ag
COCc1cc(SC2CCCCC2)nc(C)n1	6	0	1%	11	1%	2%	-12	12	-0.8%
CCN1C(=O)N[C@@H](c2cccc(F)c2)C(C(C)=O)=C1C	x	x	1%	x	-2%	-2%	-1	x	x
